5HT1a antag – 5-HT1a (human) receptor antagonism; P08908; CHO 5-HT1a Ga15 NFAT-bla reporter, antagonist mode; inhibition, % at 10 µM; 62,000 compounds, 0.68% hits; AID 612;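 active means inhibition above the mean of all tested compounds plus 3 SD, cut at about 43% in these data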;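 further: receptor stimulated by 5-CT agonist at 100 nM near EC80; beta-lactamase reporter measured by ratiometric fluorescence of a cleavable substrate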
Target sequence (P08908 whole entry, looked up): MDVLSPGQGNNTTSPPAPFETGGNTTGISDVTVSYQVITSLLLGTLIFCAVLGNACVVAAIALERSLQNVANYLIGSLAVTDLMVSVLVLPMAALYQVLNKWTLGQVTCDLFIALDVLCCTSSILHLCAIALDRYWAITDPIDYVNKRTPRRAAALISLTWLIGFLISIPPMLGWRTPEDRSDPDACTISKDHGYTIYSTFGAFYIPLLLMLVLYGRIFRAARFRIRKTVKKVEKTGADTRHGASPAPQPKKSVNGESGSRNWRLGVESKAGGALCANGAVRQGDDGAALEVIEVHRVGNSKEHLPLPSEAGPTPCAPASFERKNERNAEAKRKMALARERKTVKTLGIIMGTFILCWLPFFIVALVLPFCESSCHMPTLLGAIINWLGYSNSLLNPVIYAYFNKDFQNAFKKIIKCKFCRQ
HTR1A agonist – agonists of human 5-HT1a serotonin receptor. P08908. CHO 5-HT1a Ga15 NFAT-bla reporter, FRET ratio; 0% basal, 100% maximal reference agonist. activation, % at 10 µM. 65,000 compounds, 0.56% hits. AID 567;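 active means activation above the screen-wide mean activation plus 3 SD, cut at about 19% in these data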;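 further: 0% = DMSO wells and 100% = 5-CT at EC100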
Ecoli tolC – blocks growth of E. coli BW25113 tolC mutant; OD615; growth inhibition, % at 10 µM (by protocol); 65,000 compounds, 2.2% hits; AID 573;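 active means growth inhibition at or above a cutoff equal to the mean over every tested compound plus 3 SD, cut at about 60% in these data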;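 further: growth measured after 20 h incubation at 37 °C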
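Assay system: tolC-deleted E. coli BW25113. Medium: kanamycin-containing LB broth (50 µg/mL). Dosing: 10 µM final, single dose. Timing: bacterial growth with compound for 20 h at 37 °C. Detection: A615 absorbance measurement. Read-out basis: growth inhibition in percent.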
HTR1E agonist – 5-HT1E (human) receptor agonism | activation, % at 6 µM | P28566 | 65,000 compounds, 0.69% hits | CHO 5-HT1E Ga15 NFAT-bla reporter, FRET; 0% DMSO wells, 100% control agonist wells;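 active means activation above a set limit, the screen-wide mean activation plus 3 SD, cut at about 8.5% in these data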;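 further: 100% = positive control agonist at 1 µM giving full maximal response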
Target sequence (P28566 whole entry, looked up): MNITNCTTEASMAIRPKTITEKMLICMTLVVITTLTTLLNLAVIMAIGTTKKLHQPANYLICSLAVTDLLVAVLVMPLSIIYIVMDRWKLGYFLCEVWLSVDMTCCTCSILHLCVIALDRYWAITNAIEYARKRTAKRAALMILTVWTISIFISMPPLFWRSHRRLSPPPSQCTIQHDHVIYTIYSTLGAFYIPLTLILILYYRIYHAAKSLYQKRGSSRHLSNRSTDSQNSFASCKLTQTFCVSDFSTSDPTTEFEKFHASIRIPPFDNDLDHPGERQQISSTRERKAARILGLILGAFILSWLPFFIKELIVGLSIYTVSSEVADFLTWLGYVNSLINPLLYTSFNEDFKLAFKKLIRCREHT
SF1 activator – activates the human nuclear receptor SF-1 | Q13285 | CHO-K1 Gal4-SF-1 LBD luciferase reporter; % increase over DMSO SF-1-specific signal | activation, % at 10 µM | 65,000 compounds, 1.9% hits;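 active means activation above the mean activation of all tested compounds plus 3 SD, cut at about 50% in these data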
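Test system: transient Gal4-SF-1 LBD reporter, CHO-K1; Amount: 4,000 CHO-K1 cells per well; Doses: 10 µM only; Timing: compound exposure 20 h at 37 °C; Signal: luciferase light emission; Read-out basis: percent activation relative to DMSO median and mock-transfected background; Control set: DMSO negative control and −SF1 background wells; Replicates: one test per compound.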
MMP13 inh – blocks human MMP13 activity; P45452; MMP-13 fTHP FRET cleavage, Mca fluorescence; inhibition, % at 4 µM; AID 570; 65,000 compounds, 0.07% hits;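 active means inhibition above the mean of compound-free control plate wells plus 3 SD, cut at about 14% in these data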;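 further: 0% = DMSO wells and 100% = wells with reference MMP-13 inhibitor after basal subtraction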
NADH coupling – blocks coupling enzymes of NAD/NADH assays; 65,000 compounds, 0.02% hits; coupled PK/LDH NADH assays, four targets; IC50, µM (titrated, usually from 10 µM), without a hit: top-dose inhibition;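 active means single-dose screening hits from any of four coupled enzyme assays that gave an IC50 when retested across doses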;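 further: the DPM-DC format reads NADH fluorescence rather than 340 nm absorbance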
RORa activator – RORA (human) activation; P35398; CHO-K1 Gal4-RORA LBD luciferase reporter, luminescence; percent increase over mock-subtracted basal signal; activation, % at 10 µM; 65,000 compounds, 1.5% hits; AID 560;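 active means activation above the mean of all tested compounds plus 3 SD, cut at about 49% in these data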;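 further: 0% = DMSO-treated RORA cells and 100% = added signal equal to DMSO minus mock-transfected cells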
HTR1E antagonist – 5-HT1E (human) receptor antagonism. inhibition, % at 6 µM. CHO 5-HT1E Ga15 NFAT-bla reporter, FRET, antagonist. P28566. 65,000 compounds, 0.99% hits;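 active means inhibition above a set limit, the mean inhibition across every tested compound plus 3 SD, cut at about 29% in these data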;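 further: signal is the 460 over 535 nm emission ratio of beta-lactamase substrate; 0% = agonist plus DMSO wells and 100% = wells without agonist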
An asterisk follows results filed as active; [ ] = dose if it differs, or a comment.

Sample of the layout (3 entries):
For O=C(Nc1nncs1)c1c(F)c(F)c(F)c(F)c1F the results were 5HT1a antag 8, HTR1A agonist 4.8, Ecoli tolC 3, HTR1E agonist 0.8, SF1 activator -8, MMP13 inh -4, NADH coupling 9%, RORa activator -3 and HTR1E antagonist -4.
For O=C(Cc1ccccc1)Nc1ccc(N2CCOCC2)cc1N1CCOCC1 the results were 5HT1a antag -8, HTR1A agonist 0.7, Ecoli tolC 0, HTR1E agonist 0.7, SF1 activator -7, MMP13 inh 9, NADH coupling 11%, RORa activator 18 and HTR1E antagonist 2.
`CN1C=CC(=C2C(=O)c3ccccc3C2=O)C=C1` gave 5HT1a antag -5, HTR1A agonist -1.4, Ecoli tolC 4, HTR1E agonist -0.4, SF1 activator 16, MMP13 inh -8, NADH coupling 3%, RORa activator 52* and HTR1E antagonist -11.

Main list, previewed entries included:
For O=C(Nc1nncs1)c1c(F)c(F)c(F)c(F)c1F the results were 5HT1a antag 8, HTR1A agonist 4.8, Ecoli tolC 3, HTR1E agonist 0.8, SF1 activator -8, MMP13 inh -4, NADH coupling 9%, RORa activator -3 and HTR1E antagonist -4.
For O=C(Cc1ccccc1)Nc1ccc(N2CCOCC2)cc1N1CCOCC1 the results were 5HT1a antag -8, HTR1A agonist 0.7, Ecoli tolC 0, HTR1E agonist 0.7, SF1 activator -7, MMP13 inh 9, NADH coupling 11%, RORa activator 18 and HTR1E antagonist 2.
`CN1C=CC(=C2C(=O)c3ccccc3C2=O)C=C1` gave 5HT1a antag -5, HTR1A agonist -1.4, Ecoli tolC 4, HTR1E agonist -0.4, SF1 activator 16, MMP13 inh -8, NADH coupling 3%, RORa activator 52* and HTR1E antagonist -11.
Screening O=C(CCc1ccccc1)Nc1ccc(N2CCOCC2)cc1 returned 5HT1a antag -6, HTR1A agonist -1.9, Ecoli tolC -4, HTR1E agonist -0.2, SF1 activator 19, MMP13 inh -10, NADH coupling 0%, RORa activator 3 and HTR1E antagonist -6.
`Cc1ccc(C(=O)N2CCN(c3ccc(NC(=O)c4cccnc4)cc3)CC2)cc1` gave 5HT1a antag 12, HTR1A agonist -2.1, Ecoli tolC 6, HTR1E agonist -0.8, SF1 activator 6, MMP13 inh -4, NADH coupling 2%, RORa activator 21 and HTR1E antagonist 12.
Screening Cc1ccccc1CS(=O)(=O)CCC(=O)N1CCN(c2ccc(N3CCOCC3)nn2)CC1 returned 5HT1a antag 0, HTR1A agonist 1.2, Ecoli tolC -12, HTR1E agonist -1.1, SF1 activator -8, MMP13 inh -44, NADH coupling 5%[fluoresces], RORa activator -25 and HTR1E antagonist 0.
COc1ccccc1CNc1n[nH]c(NCc2ccccc2OC)n1 was read as 5HT1a antag 14, HTR1A agonist -3.4, Ecoli tolC 21, HTR1E agonist -0.3, SF1 activator -3, MMP13 inh 3, NADH coupling 3%, RORa activator -13 and HTR1E antagonist 8.
For CCN(CC)S(=O)(=O)c1cccc(-c2nnc(SCc3ncc(-c4ccccc4)o3)n2C)c1 the results were 5HT1a antag -2, HTR1A agonist 0.5, Ecoli tolC 22, HTR1E agonist 0.9, SF1 activator -14, MMP13 inh 3, NADH coupling 8%, RORa activator -14 and HTR1E antagonist 4.
`Cc1cc(C)nc(N2CCCC(C(=O)Nc3ccc4c(c3)OCO4)C2)n1` (centres undefined) gave 5HT1a antag 5, HTR1A agonist -0.4, Ecoli tolC -10, HTR1E agonist -1.6, SF1 activator 5, MMP13 inh -1, NADH coupling 2%, RORa activator 0 and HTR1E antagonist -6.
For O=C(O)C1C2C=CC(O2)C1C(=O)Nc1ccccc1C(F)(F)F (centres undefined) the results were 5HT1a antag 0, HTR1A agonist -0.6, Ecoli tolC -19, HTR1E agonist 0.4, SF1 activator -2, MMP13 inh -4, NADH coupling 5%, RORa activator -8 and HTR1E antagonist 0.
`Cc1ccc(NC(=O)CS(=O)CC(=O)Nc2ccc(N3CCOCC3)cc2)cc1Cl` (centres undefined) gave 5HT1a antag -9, HTR1A agonist -2.5, Ecoli tolC 5, HTR1E agonist 0.6, SF1 activator -16, MMP13 inh -10, NADH coupling 5%, RORa activator 0 and HTR1E antagonist 3.
Screening CCCCc1nc2n[nH]c(N)c2c2c1CCCC2 returned HTR1A agonist 1.9, Ecoli tolC 0, HTR1E agonist 0.1, SF1 activator 1, MMP13 inh 4, NADH coupling 3%, RORa activator -28 and HTR1E antagonist 10.
Screening O=C(c1noc2c1CCc1ccccc1-2)N1CCc2ccccc2C1 returned 5HT1a antag -1, HTR1A agonist -2.0, Ecoli tolC 87*, HTR1E agonist 5.5, SF1 activator 5, MMP13 inh 3, NADH coupling 6%, RORa activator -8 and HTR1E antagonist 0.
COc1ccc(CNC(=O)CSc2nnc(-c3ccc(NC(C)=O)cc3)n2C)cc1 was read as 5HT1a antag 5, HTR1A agonist 1.9, Ecoli tolC -4, HTR1E agonist 0.0, SF1 activator -4, MMP13 inh 3, NADH coupling 1%, RORa activator -8 and HTR1E antagonist -10.
For CCCCC1CC(CSc2ncn[nH]2)OC1=O (centres undefined) the results were 5HT1a antag -5, HTR1A agonist 1.7, Ecoli tolC -12, HTR1E agonist 0.2, SF1 activator -8, MMP13 inh 1, NADH coupling 3%, RORa activator 8 and HTR1E antagonist -3.
`O=S(=O)(O)CCN1CCOCC1` gave 5HT1a antag 8, HTR1A agonist -1.2, Ecoli tolC -6, HTR1E agonist -0.5, SF1 activator 8, MMP13 inh -1, NADH coupling 4%, RORa activator -10 and HTR1E antagonist 8.
`COC(=O)Cn1c(CN2CCN(c3ccccc3F)CC2)nc2c1c(=O)n(C)c(=O)n2C` gave 5HT1a antag 6, HTR1A agonist -1.1, Ecoli tolC -3, HTR1E agonist 0.0, SF1 activator 2, MMP13 inh -2, NADH coupling 3%, RORa activator -13 and HTR1E antagonist -2.
CCOc1ccccc1Oc1coc2cc(O)ccc2c1=O was read as 5HT1a antag 1, HTR1A agonist -2.0, Ecoli tolC 12, HTR1E agonist 0.5, SF1 activator 17, MMP13 inh -28, NADH coupling 8%[fluoresces], RORa activator 18 and HTR1E antagonist 2.
Cc1cccn2c(=O)c3cc(C(=O)N4CCN(C(=O)c5ccco5)CC4)n(C)c3nc12 was read as 5HT1a antag -5, HTR1A agonist -1.4, Ecoli tolC 3, HTR1E agonist 0.5, SF1 activator 1, MMP13 inh -114[fluorescence artefact?], NADH coupling 4%[fluoresces], RORa activator -5 and HTR1E antagonist 7.
`COC(=O)[C@H](C)NC(=O)Nc1ccc(OC(F)(F)F)cc1` gave 5HT1a antag 5, HTR1A agonist -1.7, Ecoli tolC -24, HTR1E agonist -0.2, SF1 activator 3, MMP13 inh 0, NADH coupling 9%, RORa activator -12 and HTR1E antagonist -5.
CCc1ccc(NC(=O)N(C2CCC(C)CC2)C2CCN(C(C)=O)CC2)cc1 (centres undefined) was read as 5HT1a antag -2, HTR1A agonist -1.8, Ecoli tolC 2, HTR1E agonist -0.5, SF1 activator 14, MMP13 inh -2, NADH coupling 8%, RORa activator 0 and HTR1E antagonist -6.
For COc1ccc(OCC(=O)Nc2ccc(N3CCOCC3)cc2)cc1 the results were 5HT1a antag 0, HTR1A agonist -1.6, Ecoli tolC 2, HTR1E agonist 0.1, SF1 activator 6, MMP13 inh 0, NADH coupling 1%, RORa activator -4 and HTR1E antagonist -3.
Screening O=C(CSc1nc(-c2ccccc2)nc2c1CCCC2)N1CCOCC1 returned 5HT1a antag 20, HTR1A agonist -1.6, Ecoli tolC -3, HTR1E agonist 0.0, SF1 activator -12, MMP13 inh -2, NADH coupling 3%, RORa activator -24 and HTR1E antagonist -4.
Screening Cc1nc2sc(C(=O)O)c(N)c2c2c1COC(C)(C)C2 returned 5HT1a antag 8, HTR1A agonist -0.9, Ecoli tolC -11, HTR1E agonist -0.3, SF1 activator -8, MMP13 inh -3, NADH coupling 10%, RORa activator -10 and HTR1E antagonist 0.
`Cc1cc(Cl)c(S(=O)(=O)NCc2cccnc2)cc1OCC(N)=O` gave 5HT1a antag 1, HTR1A agonist -0.3, Ecoli tolC -11, HTR1E agonist -0.1, SF1 activator -4, MMP13 inh -1, NADH coupling 0%, RORa activator 14 and HTR1E antagonist 1.
For CCCC1C2C(=O)N(c3ccccc3OC)C(=O)C2ON1c1ccccc1 (centres undefined) the results were HTR1A agonist 0.6, Ecoli tolC 18, HTR1E agonist 0.0, SF1 activator 1, MMP13 inh 2, NADH coupling 3%, RORa activator 1 and HTR1E antagonist -2.
COc1ccccc1CNC(=O)c1cnc2ccccn2c1=O was read as 5HT1a antag -12, HTR1A agonist -1.8, Ecoli tolC -4, HTR1E agonist -0.5, SF1 activator -6, MMP13 inh -14, NADH coupling 8%, RORa activator -9 and HTR1E antagonist -3.
Screening C(=C\c1ccccc1)/CSc1nnc(-c2cccnc2)n1Cc1ccco1 returned 5HT1a antag 19, HTR1A agonist -0.8, Ecoli tolC 21, HTR1E agonist 0.9, SF1 activator -10, MMP13 inh 0, NADH coupling 8%, RORa activator 3 and HTR1E antagonist 4.
Cc1cc(OCC(=O)N2CCOCC2)ccc1NC(=O)C1CCCCC1 was read as 5HT1a antag -12, HTR1A agonist -1.3, Ecoli tolC -3, HTR1E agonist 0.0, SF1 activator 10, MMP13 inh 3, NADH coupling 6%, RORa activator -8 and HTR1E antagonist -5.
Screening O=C(CN1CCC(n2nnc3cc(F)ccc32)CC1)NCc1ccco1 returned 5HT1a antag -7, HTR1A agonist -1.3, Ecoli tolC -13, HTR1E agonist 0.5, SF1 activator -21, MMP13 inh 1, NADH coupling 3%, RORa activator -18 and HTR1E antagonist -9.
For O=C(NC1(C(F)(F)F)NC(=O)N(Cc2cccnc2)C1=O)c1ccncc1 (centres undefined) the results were 5HT1a antag -7, HTR1A agonist -0.5, Ecoli tolC -14, HTR1E agonist -0.1, SF1 activator -12, MMP13 inh -2, NADH coupling 3%, RORa activator -8 and HTR1E antagonist -4.
For COCCCN1CN(S(=O)(=O)c2ccc(Cl)cc2)c2nc3ccccc3nc21 the results were 5HT1a antag -16, HTR1A agonist -1.7, Ecoli tolC 13, HTR1E agonist 1.4, SF1 activator 8, MMP13 inh -9, NADH coupling 6%, RORa activator -3 and HTR1E antagonist 7.
COc1ccc(N2CCN(CCCNS(=O)(=O)c3c(C)noc3/C=C/N(C)C)CC2)cc1 was read as 5HT1a antag 4, HTR1A agonist 1.5, Ecoli tolC -6, HTR1E agonist 1.9, SF1 activator 9, MMP13 inh 2, NADH coupling 5%, RORa activator -8 and HTR1E antagonist 6.

Screens from PubChem.
